Compound activity (PubChem)
mHTT CaM bind: mHTT-calmodulin interaction abrogation; P42858; AlphaScreen His-mHTT/GST-CaM binding, luminescence; inhibition, % at 15 µM; actives 3.6% (n = 190,000); AID 1671202;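 also: 0% = both proteins with DMSO and 100% = one protein alone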
Target sequence (P42858 whole entry, looked up, stated change not applied): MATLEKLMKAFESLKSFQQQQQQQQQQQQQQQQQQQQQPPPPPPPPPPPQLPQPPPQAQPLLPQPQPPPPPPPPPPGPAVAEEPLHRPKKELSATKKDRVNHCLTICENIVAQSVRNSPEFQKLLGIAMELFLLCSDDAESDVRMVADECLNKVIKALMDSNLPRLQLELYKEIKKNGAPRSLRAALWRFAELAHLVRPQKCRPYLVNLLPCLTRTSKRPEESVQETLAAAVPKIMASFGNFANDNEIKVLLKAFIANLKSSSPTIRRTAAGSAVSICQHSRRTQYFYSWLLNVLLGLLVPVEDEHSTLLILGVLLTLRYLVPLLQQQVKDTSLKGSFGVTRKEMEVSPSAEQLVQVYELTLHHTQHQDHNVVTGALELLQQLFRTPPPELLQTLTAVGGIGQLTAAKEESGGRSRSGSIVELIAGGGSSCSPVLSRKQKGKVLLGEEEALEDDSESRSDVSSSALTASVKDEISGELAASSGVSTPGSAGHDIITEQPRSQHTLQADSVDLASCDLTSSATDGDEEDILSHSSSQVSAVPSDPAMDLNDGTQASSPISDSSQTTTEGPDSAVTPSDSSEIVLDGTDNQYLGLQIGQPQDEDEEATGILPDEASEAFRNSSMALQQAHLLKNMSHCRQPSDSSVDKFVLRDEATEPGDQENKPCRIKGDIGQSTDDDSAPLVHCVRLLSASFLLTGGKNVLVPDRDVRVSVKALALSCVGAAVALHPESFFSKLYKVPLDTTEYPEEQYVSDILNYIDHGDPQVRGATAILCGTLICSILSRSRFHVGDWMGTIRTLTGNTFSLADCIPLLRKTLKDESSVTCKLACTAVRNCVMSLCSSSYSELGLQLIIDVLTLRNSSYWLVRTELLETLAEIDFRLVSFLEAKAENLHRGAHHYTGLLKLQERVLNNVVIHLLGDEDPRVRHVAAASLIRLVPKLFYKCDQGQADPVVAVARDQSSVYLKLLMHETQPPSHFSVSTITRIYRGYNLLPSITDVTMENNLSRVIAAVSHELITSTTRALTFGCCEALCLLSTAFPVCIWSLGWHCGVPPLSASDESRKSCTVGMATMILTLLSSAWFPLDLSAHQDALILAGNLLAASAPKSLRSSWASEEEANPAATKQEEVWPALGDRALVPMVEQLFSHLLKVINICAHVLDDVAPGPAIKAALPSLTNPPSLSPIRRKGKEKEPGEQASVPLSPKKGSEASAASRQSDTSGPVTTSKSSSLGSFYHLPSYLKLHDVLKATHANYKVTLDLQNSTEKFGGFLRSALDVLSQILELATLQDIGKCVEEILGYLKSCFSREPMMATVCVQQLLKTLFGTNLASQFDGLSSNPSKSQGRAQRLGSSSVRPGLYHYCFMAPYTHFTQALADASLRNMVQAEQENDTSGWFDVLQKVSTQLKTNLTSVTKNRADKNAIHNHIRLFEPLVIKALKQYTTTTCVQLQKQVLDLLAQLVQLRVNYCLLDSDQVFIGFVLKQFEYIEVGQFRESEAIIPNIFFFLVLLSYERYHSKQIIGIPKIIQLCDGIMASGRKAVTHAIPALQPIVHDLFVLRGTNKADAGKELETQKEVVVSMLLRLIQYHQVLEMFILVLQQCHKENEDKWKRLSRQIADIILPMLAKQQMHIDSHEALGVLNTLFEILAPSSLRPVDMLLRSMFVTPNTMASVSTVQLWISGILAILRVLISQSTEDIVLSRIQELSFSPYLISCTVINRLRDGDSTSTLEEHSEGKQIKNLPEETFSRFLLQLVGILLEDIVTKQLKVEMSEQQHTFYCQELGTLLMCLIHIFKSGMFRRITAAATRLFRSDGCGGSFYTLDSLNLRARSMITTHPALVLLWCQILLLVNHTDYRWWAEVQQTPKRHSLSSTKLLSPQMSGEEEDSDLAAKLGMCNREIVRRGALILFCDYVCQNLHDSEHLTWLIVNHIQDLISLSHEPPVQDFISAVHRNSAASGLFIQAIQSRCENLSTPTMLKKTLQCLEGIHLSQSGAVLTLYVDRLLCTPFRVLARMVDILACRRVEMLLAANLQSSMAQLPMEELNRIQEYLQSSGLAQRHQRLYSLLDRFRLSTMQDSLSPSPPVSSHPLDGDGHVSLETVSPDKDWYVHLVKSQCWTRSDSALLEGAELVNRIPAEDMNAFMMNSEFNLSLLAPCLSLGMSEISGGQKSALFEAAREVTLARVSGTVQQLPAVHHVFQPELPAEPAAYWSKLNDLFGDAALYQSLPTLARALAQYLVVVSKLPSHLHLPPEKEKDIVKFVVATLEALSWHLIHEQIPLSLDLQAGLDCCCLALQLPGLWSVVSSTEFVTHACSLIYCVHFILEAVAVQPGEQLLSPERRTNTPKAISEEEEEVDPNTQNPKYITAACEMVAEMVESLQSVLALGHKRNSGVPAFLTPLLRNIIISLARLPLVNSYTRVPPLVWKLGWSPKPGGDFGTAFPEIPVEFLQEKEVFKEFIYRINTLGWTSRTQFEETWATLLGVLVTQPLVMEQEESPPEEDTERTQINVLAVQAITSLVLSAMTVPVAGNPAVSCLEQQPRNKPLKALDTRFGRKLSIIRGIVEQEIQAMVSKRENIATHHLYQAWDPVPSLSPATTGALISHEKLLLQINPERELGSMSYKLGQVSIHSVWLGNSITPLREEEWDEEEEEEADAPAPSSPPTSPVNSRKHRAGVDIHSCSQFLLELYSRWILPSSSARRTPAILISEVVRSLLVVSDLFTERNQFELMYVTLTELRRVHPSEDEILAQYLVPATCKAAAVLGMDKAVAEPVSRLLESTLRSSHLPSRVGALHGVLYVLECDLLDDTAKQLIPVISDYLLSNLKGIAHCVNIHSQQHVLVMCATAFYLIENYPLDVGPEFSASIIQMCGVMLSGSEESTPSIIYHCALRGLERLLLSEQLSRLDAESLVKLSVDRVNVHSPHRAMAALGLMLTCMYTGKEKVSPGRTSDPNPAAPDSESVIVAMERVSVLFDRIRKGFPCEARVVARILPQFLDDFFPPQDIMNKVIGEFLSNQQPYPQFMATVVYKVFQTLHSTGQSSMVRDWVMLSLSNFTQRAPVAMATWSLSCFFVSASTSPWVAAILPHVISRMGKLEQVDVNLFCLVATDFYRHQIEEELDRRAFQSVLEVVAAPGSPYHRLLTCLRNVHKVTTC
Pf apPOL inh: Pf-apPOL DNA polymerase inhibition | actives 0.25% (n = 210,000) | Recombinant Pf-apPOL, molecular beacon fluorescence, 1.5 h | inhibition, % at 10 µM
The depositor's hits bear a star; i = inactive; / = no result given; & = joins results of further samples. Rule as the data show it: active = inhibition above about 50%; inactive = the rest. A portion of the library; rates above refer to the full screens.

no.	molecule	mHTT CaM bind	Pf apPOL inh
1	CCCCSc1nnc2c(n1)OC(c1cc3c(cc1[N+](=O)[O-])OCO3)Nc1ccccc1-2 (stereo unspecified)	77*	-4
2	CCCNC(=O)c1ccc(-c2ccc(N3CCCCC3)nc2)cc1	3	-2
3	O=C(c1nccc2ccccc12)N1CCCCC1c1nc(C2CC2)no1 (stereo unspecified)	1	1
4	COc1ccc(NC(=O)c2cc3ccc(OC)cc3oc2=Nc2ccc(C(=O)O)cc2)c(OC)c1	8	-3
5	CC(C)CC1NC2(CCN(C(=O)C(C)C)CC2)N(Cc2ccccc2)C1=O (stereo unspecified)	15	5
6	COc1ccccc1C(=O)NC1CCN(c2ccccc2)C1=O (stereo unspecified)	-3	-4
7	O=C(Nc1ccc(-c2ccc(O)cc2)cc1)c1ccccc1	5	-4
8	O=C1C(Nc2cccc(I)c2)=C(N2CCOCC2)C(=O)c2ccccc21	86*	20
9	COc1ccc(NC(=O)C[C@H]2C(=O)N(c3ccccc3)C[C@@H]2Cc2ccccc2)cc1	18	-7
10	COc1cccc(C(=O)Nc2ccc(-n3nncc3C(C)(C)C)cc2)c1	8	-5
11	CCOC(=O)Cc1nn(Cc2nc(-c3ccc(C)cc3)cs2)c(=O)c2ccccc12	/	-3
12	O=C(CCn1c(=O)[nH]c2ccccc2c1=O)N1CCN(c2ccc([N+](=O)[O-])cc2)CC1	11	-6
13	COc1ccc(S(=O)(=O)N(CC(=O)NCc2ccccc2OC)c2ccccc2OC)cc1	2	2
14	Clc1ccccc1N1CCN(Cc2ccoc2)CC1	0	-9
15	O=C1OC(c2ccccc2F)=N/C1=C/c1cc2c(cc1Cl)OCO2	5	0
16	O=C(Nc1nc(-c2cc3ccccc3oc2=O)cs1)c1c(F)cccc1F	-14	-4
17	CC1CCCC(NC(=O)CNc2ccccc2-c2nc3ccccc3[nH]c2=O)C1C (stereo unspecified)	-13	-8
18	COc1cc([N+](=O)[O-])cc2cc(C(=O)N3CCCC3)c(=O)oc12	-3	3
19	CCOc1ccc(OCC)c(C2C(C#N)=C(N)Oc3cc(O)ccc32)c1 (stereo unspecified)	2	-9
20	CC1=Nc2ccccc2C1=Cc1nc(-c2ccc([N+](=O)[O-])cc2)oc1O	34	-3
21	Cc1c(NC(=O)c2ccc3c(c2)OCO3)c(=O)n(-c2ccccc2)n1C	-1	-4
22	CC1CCN(CC(=O)N2CCCc3c2c(=O)oc2ccc(O)cc32)CC1	2	2
23	Cc1nc(-c2cn(C)c3ncccc23)sc1C(=O)N1CCN(c2ccccc2)CC1	55*	-6
24	CS(=O)(=O)c1ccc2nc(NC(=O)c3ccccc3F)sc2c1	1	-10
25	CN(C)c1ccc(CNC(=O)C2CCN(c3nc4cccnc4s3)CC2)cc1	-4	-4
26	COc1ccc(-n2c(SCC(=O)c3ccc([N+](=O)[O-])cc3)nnc2-c2ccncc2)cc1	/	0
27	O=C(Cn1cc(COc2ccccc2C(F)(F)F)nn1)c1ccc(O)cc1	19	7
28	O=C(c1ccsc1)N(CCc1cccs1)Cc1ccco1	-17	-9
29	Cc1ccc(C)c(NCN2C(=O)C3C4C=CC(C4)C3C2=O)c1 (stereo unspecified)	3	-2
30	O=C(c1cnn2cccnc12)N1CCC(Nc2cccnc2)C1 (stereo unspecified)	-5	-3
31	CC(=O)Nc1ccc(C(=O)NCc2ccccc2Cl)c(N2CCCCC2)c1	7	-2
32	CCOC(=O)NN=Cc1c[nH]c2ccccc12	/	-8
33	O=C(CCCS(=O)(=O)c1nc(-c2cccs2)cc(C(F)(F)F)n1)NC1CCCCC1	-2	-2
34	O=S(=O)(NCCSCc1ccc(Cl)c(Cl)c1)c1ccc2c(c1)OCCO2	51*	-6
35	O=C(NCCN1CCOCC1)C1CCN(c2ccc(Cl)c(Cl)c2)C1=O (stereo unspecified)	32	-5
36	CCc1c(C)c2c(C)nn(-c3ccccc3)c2[nH]c1=O	-6	-7
37	CCCC1c2cccn2CCN1C(=O)Nc1ccc(C)c(Cl)c1 (stereo unspecified)	80*	-7
38	COc1cc(/C=C/c2nc3ccccc3c(=O)n2CCO)ccc1O	7	-10
39	Nc1c(C(=O)NCCc2ccccc2)sc2nc3c(cc12)CCC3	2	-3
40	C#CCOc1c(I)cc(C=O)cc1OCC	4	-8
41	COC(=O)Nc1ccc(S(=O)(=O)N2CCCC(C(=O)Nc3ccc(C)c(Cl)c3)C2)cc1 (stereo unspecified)	12	-6
42	COc1ccc(-c2nc3n(n2)C(c2ccc(Cl)cc2)C2=C(CCCC2=O)N3)cc1OC (stereo unspecified)	9	0
43	O=C(NC1CC1)c1nnc(N2CCCCC2)c2ccccc12	3	-3
44	CN(C(=O)Cn1cnc([N+](=O)[O-])n1)C1CCCCC1	-3	3
45	CC1=C(C(=O)Nc2cc(C)ccn2)C(c2ccsc2)C2=C(CC(C)(C)CC2=O)N1 (stereo unspecified)	9	-6
46	COc1ccc(CCNC(=O)C(=O)Nc2c(C)cc(C)cc2C)cc1OC	-3	-5
47	NCCCCCCNC(CC(=O)Nc1ccccc1)C(=O)O (stereo unspecified)	-2	-2
48	COc1ccc(-c2nc(CS(=O)(=O)c3ccsc3)no2)cc1OC	/	-10
49	CN(C)c1cccc(C(=O)Nc2cnc(N3CCCCC3)nc2)c1	40	-4
50	CN1C(=O)C(CC(=O)NCc2ccccc2)Sc2ncccc21 (stereo unspecified)	-9	0
51	O=C1CCc2cc(NC(=O)c3cccc(C(F)(F)F)c3)ccc2N1	0	-2
52	C(=N\N=C(c1ccccc1)c1ccccc1)/c1ccc2c(c1)OCO2	i	/
53	CCOC(=O)c1cc(C)nc(Sc2ccccc2)c1C#N	/	-2
54	Cc1oc2c(F)c(F)c(F)c(F)c2c1-c1noc(C(C)(C)C)n1	/	-4
55	O=C(CN(c1cc(C(F)(F)F)ccc1Cl)S(=O)(=O)c1ccccc1)N1CCOCC1	0	-1
56	Cc1cc(C)cc(C(=O)N2CCC(n3c(-c4ccoc4)nc4cccnc43)C2)c1 (stereo unspecified)	28	0
57	Cc1cccc(-n2nc3c(c2NC(=O)c2cccs2)CSC3)c1C	23	-3
58	Cc1ccc(C(=O)Nc2cc(Cl)cc(Cl)c2)cc1	-13	-5
59	Cc1ccnc(N2CCC(C(=O)Nc3ccc(C)c(Cl)c3)CC2)n1	-3	1
60	O=C(O)c1ccc(NS(=O)(=O)c2cccc3cccnc23)cc1	-15&0	-1&1

(further entries)
no.	molecule	mHTT CaM bind	Pf apPOL inh
61	Cc1nn2c(=O)/c(=C/c3ccc(I)cc3)sc2nc1=O	6	3
62	COc1c(CC(NC(C)=O)C(=O)O)cccc1OCC1CCCC1 (stereo unspecified)	/	-5
63	CCc1ccc(N2C(=O)NC3CC2(C)Oc2ccc(Br)cc23)cc1 (stereo unspecified)	4	-6
64	Cc1cc(C)nc(Sc2nc3ccccc3[nH]2)n1	3	1
65	COc1ccc(-c2ccc(CN3C(C(C)C)C(=O)N(Cc4cn(CCC5OCCCO5)nn4)CCS3(=O)=O)cc2)cn1 (stereo unspecified)	50*	-16
66	COc1ccc(Cl)cc1NC(=O)c1cnn2c1NC(c1ccco1)CC2C(F)(F)F (stereo unspecified)	13	-9
67	CC(=O)NC(=O)NC(c1ccccc1)c1cccc(Cl)c1 (stereo unspecified)	-13	4
68	Brc1ccc(-c2ncc(-c3ccccc3)cn2)cc1	-9	4
69	O=C(CN(Cc1ccccc1)c1ccccc1)c1ccc(-c2ccccc2)cc1	/	-2
70	CCc1nc(-c2cccnc2N2CCCC(C(=O)NCc3ccccc3F)C2)no1 (stereo unspecified)	9	-3
71	CCn1nc(C)c([N+](=O)[O-])c1C(=O)Sc1ccc(C(F)(F)F)cn1	/	2&-2
72	CN1CCN(C2CN(Cc3cn(Cc4cccc(Cl)c4)nn3)S(=O)(=O)C2)CC1 (stereo unspecified)	-1	-3
73	CCOc1cccc(CNC(=O)C2CCN(c3cncnc3N3CCCC3)CC2)c1	7	0
74	O=C(NCCn1cc(SCC(=O)N2CCc3ccccc32)c2ccccc21)c1cccs1	13	5
75	O=C(NCc1ccc(F)cc1)c1cnc2n(c1=O)CCS2	-16&0	-3&-8

Single records, from the list above. Order of screens: mHTT CaM bind, Pf apPOL inh
Profile of `Cc1cc(C)nc(Sc2nc3ccccc3[nH]2)n1` = 3, 1
Profile of `CCn1nc(C)c([N+](=O)[O-])c1C(=O)Sc1ccc(C(F)(F)F)cn1` = /, 2&-2
Profile of `CN1CCN(C2CN(Cc3cn(Cc4cccc(Cl)c4)nn3)S(=O)(=O)C2)CC1` (stereo unspecified) = -1, -3
Profile of `O=C(NCc1ccc(F)cc1)c1cnc2n(c1=O)CCS2` = -16&0, -3&-8
Profile of `O=C(NCCn1cc(SCC(=O)N2CCc3ccccc32)c2ccccc21)c1cccs1` = 13, 5

(next part)
no.	molecule	mHTT CaM bind	Pf apPOL inh
76	Cc1ccc(-c2noc(-c3ccc(NC4CC4)nc3)n2)cc1	-6	2
77	COc1ccc(Cc2nnc3sc(-c4ccccc4)nn23)cc1	-5	-17
78	COc1ccc(Cl)cc1C1=N/C(=C\c2ccc3c(c2)OCO3)C(=O)O1	1	-1
79	CCCCNC(=O)N1CC(C)CC(C)C1 (stereo unspecified)	-3	-19
80	O=C(c1coc2ccc(O)c(CN3CCOCC3)c12)C1CC1	-4	0
81	Cc1ccc(NC(=O)N2CCCC2C(=O)NC2CC2)cc1 (stereo unspecified)	-5	3
82	O=C1OC2CC3CC2C1C3C(=O)N(Cc1ccccc1)Cc1ccccc1 (stereo unspecified)	-2	-2
83	COc1cc(C2=N/C(=C\c3ccc(Cl)c(Cl)c3)C(=O)O2)cc(OC)c1OC	10	4
84	CCOc1ccc(N2C(=O)c3ccccc3NC2c2ccc(C)cc2)cc1 (stereo unspecified)	2	5
85	Cc1cccc(-c2nocc2CCC(=O)NC(C)c2ccc(F)cc2)c1 (stereo unspecified)	-12	-1
86	COc1ccc(-c2nc(C)cc(C)c2CNC(=O)c2ccc3c(c2)OCO3)cc1	-3	22
87	CCN(CC)C(=O)Oc1ccc2c(c1)OC(=Cc1ccc(OC)c(OC)c1)C2=O	-3	-5
88	Cc1nc(C)c(-c2cc(C(=O)N3CCSCC3)n[nH]2)s1	-12	-2
89	COCCCNc1ncnc2c1cnn2-c1ccc(C)cc1C	9	-2
90	COc1cccc(CNC(=O)c2cn3cc(Cl)ccc3n2)c1	1	-3

Reformatted: results already given
85: Cc1cccc(-c2nocc2CCC(=O)NC(C)c2ccc(F)cc2)c1 (stereo unspecified)
  mHTT CaM bind = -12; Pf apPOL inh = -1

89: COCCCNc1ncnc2c1cnn2-c1ccc(C)cc1C
  mHTT CaM bind = 9; Pf apPOL inh = -2

77: COc1ccc(Cc2nnc3sc(-c4ccccc4)nn23)cc1
  mHTT CaM bind = -5; Pf apPOL inh = -17

84: CCOc1ccc(N2C(=O)c3ccccc3NC2c2ccc(C)cc2)cc1 (stereo unspecified)
  mHTT CaM bind = 2; Pf apPOL inh = 5

Next results follow.
no.	molecule	mHTT CaM bind	Pf apPOL inh
91	COc1cc(OC)c2c(-c3cccc(-c4sccc4C(C)=O)c3)cc(=O)oc2c1	-4	-8
92	COc1ccc(CN2CCCC2c2c(C)noc2C)c(OC)c1OC (stereo unspecified)	1	1
93	O=C(O)c1ccc(NC(=O)c2cccc(F)c2)cc1	0	-2
94	CC(=O)Nc1cccc(N2CC(C(=O)Nc3ccc(F)c(Cl)c3)CC2=O)c1 (stereo unspecified)	1	-3
95	CN(C)CCCNC(=O)c1cccc([N+](=O)[O-])c1	0	-2
96	CCOC(=O)N1CCC(N2CCN(S(=O)(=O)c3ccccc3[N+](=O)[O-])CC2)CC1	5	-6
97	O=C1Cc2ccccc2C(c2ccc(Cl)cc2Cl)N1 (stereo unspecified)	-2	2
98	COc1cc(C)ccc1OCCOc1ccccc1Cl	-43	-11
99	COc1ccc(C(C)=O)cc1CN1CCOCC1	-6	-6
100	O=[N+]([O-])c1ccc(S(=O)(=O)c2nc3ccccc3o2)c([N+](=O)[O-])c1	12	0
101	Cc1cc(C2CCCN2C(=O)Nc2cccc(Cl)c2C)on1 (stereo unspecified)	7	-7
102	O=C(Nc1ccc(Cl)cc1)N1CCCC1c1cccc(F)c1 (stereo unspecified)	-17	-3
103	CNn1cnc2ccccc2c1=O	/	-2
104	COc1cc(C=C2Oc3cc(OCC(N)=O)ccc3C2=O)cc(OC)c1OC	-6	-8
105	O=C(NCCc1ccsc1)c1ccccc1Cl	-8	-6
106	CCOc1ccc(C2=CSC3=NCCN23)cc1[N+](=O)[O-]	18&23	2&-10
107	NC(=O)C(c1ccccc1)c1ccccc1	-4&0	-4&-4
108	Cc1c(F)cccc1NC(=O)N1CCN(C2=CC3=NC(C)CN3C=N2)CC1 (stereo unspecified)	1	1
109	COc1ccc(C)cc1NC(=O)C1CC(=O)N(c2ccc3oc(C)nc3c2)C1 (stereo unspecified)	6	-5
110	CCc1cc2c(=O)c(-c3nc4ccccc4s3)coc2cc1OC(C)=O	/	1
111	CN1CCC(=NOC(=O)Nc2ccc(Cl)cc2)CC1	/	-11
112	Cc1c(N=Cc2ccccc2Cl)c(=O)n(-c2ccccc2)n1C	3	-2
113	Oc1ccc(Br)cc1C=Nc1ccc(Br)cc1	-1	-3
114	N#Cc1c(N=CN2CCOCC2)sc2c1CCCC2	14	3
115	N#CC1(N2CCCCC2)C2CC3CC(C2)CC1C3 (stereo unspecified)	-2	/
116	O=C(O)CN1CC(=O)N(C2CCCCC2)C(c2cccc(F)c2)C1=O (stereo unspecified)	-1	-8
117	Brc1ccc2noc(-c3ccccc3)c2c1	-14	/
118	COc1ccc(N2CCN(Cc3cc(OC)cc(OC)c3)CC2)cc1	23	-3
119	Cc1ccc(OCC(=O)NN)c2c1CCC2	/	-1&0
120	CCOC(=S)SCc1cc(Br)cc(Br)c1	/	1
121	Cc1ccc(-n2nc3c(c2NC(=O)c2ccccc2F)CS(=O)C3)cc1 (stereo unspecified)	4	-1
122	O=C1c2ccccc2C(=O)N1N1C(=O)C2C3C=CC(C3)C2C1=O (stereo unspecified)	/	-3
123	CCC(=O)N1CCc2cc(Br)cc(S(=O)(=O)NCCN(C)C)c21	-7	-3
